# BoNT A protease – BoNT/A light chain protease inhibitors, primary screen, biochemical, flow cytometry, MLPCN library; actives 0.17% (n = 360,000); Botulinum neurotoxin type A light chain protease (Clostridium botulinum A str. ATCC 3502); inhibition, % at 10 µM; multiplex microsphere protease substrate cleavage; AID 588499, 2011; note: plate controls were buffer without enzyme for full effect and enzyme alone for no effect
# PrPC surface inh – inhibitors of human cell surface prion protein PrPC, primary screen, cell-based, TR-FRET; actives 0.43% (n = 370,000); inhibition, % at 13.8 µM; TR-FRET read-out; in the data active = inhibition above about 24%; note: 0% = median of the test wells and 100% = reference compound wells
# Y pestis TopoI – Yersinia pestis topoisomerase I inhibitors, primary screen, biochemical, cleavage product accumulation, plate reader, single point | Y. pestis Topo-I cleavage product accumulation | AID 504884, 2011 | DNA topoisomerase I (Yersinia pestis CO92) | activity, % at 10 µM | actives 0.064% (n = 360,000); in the data active = activity above about 50%, passing the limit was not always enough; inconclusive = no clear call, values can overlap the other calls; note: inactives centre near 2
# TcdB inh – TcdB glycohydrolase inhibitors, primary screen, biochemical, single point, plate reader | Toxin B (Clostridioides difficile), P18177 | TcdB glycohydrolase enzymatic assay | inhibition, % at 9.99 µM | actives 0.24% (n = 350,000) | AID 652162, 2013; in the data active = inhibition above about 10%
# PfHsp40 yeast – rescue of yeast from PfHsp40 toxicity, primary screen, S. cerevisiae, ATP luminescence | S. cerevisiae expressing PfHsp40, growth rescue | growth rescue, % at 12.5 µM | actives 0.68% (n = 340,000); in the data active = growth rescue above about 28%, passing the limit was not always enough; inconclusive = no clear call, values can overlap the other calls;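 note: yeast W303a lacking pdr1 and pdr3 grown in galactose medium; growth measured after three days at 30 °C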
# FadD28 binding – inhibitors of FadD28 bisubstrate probe binding, primary screen, biochemical, fluorescence polarization, single point; AID 588549, 2011; actives 0.22% (n = 360,000); inhibition, % at 12.5 µM; Mycobacterium tuberculosis FadD28 fatty-acid-AMP ligase; in the data active = inhibition above about 8.5%, passing the limit was not always enough; inconclusive = no clear call, values can overlap the other calls
# Anthrax LF inh2 – Bacillus anthracis LF protease inhibitors, primary screen, biochemical, multiplex microsphere, MLPCN library; Lethal factor (Bacillus anthracis), P15917; multiplex microsphere protease cleavage assay; inhibition, % at 10 µM; actives 0.12% (n = 360,000); AID 588501, 2011; note: plate controls were buffer without enzyme for full effect and enzyme alone for no effect
# Target sequence (P15917 whole entry, looked up): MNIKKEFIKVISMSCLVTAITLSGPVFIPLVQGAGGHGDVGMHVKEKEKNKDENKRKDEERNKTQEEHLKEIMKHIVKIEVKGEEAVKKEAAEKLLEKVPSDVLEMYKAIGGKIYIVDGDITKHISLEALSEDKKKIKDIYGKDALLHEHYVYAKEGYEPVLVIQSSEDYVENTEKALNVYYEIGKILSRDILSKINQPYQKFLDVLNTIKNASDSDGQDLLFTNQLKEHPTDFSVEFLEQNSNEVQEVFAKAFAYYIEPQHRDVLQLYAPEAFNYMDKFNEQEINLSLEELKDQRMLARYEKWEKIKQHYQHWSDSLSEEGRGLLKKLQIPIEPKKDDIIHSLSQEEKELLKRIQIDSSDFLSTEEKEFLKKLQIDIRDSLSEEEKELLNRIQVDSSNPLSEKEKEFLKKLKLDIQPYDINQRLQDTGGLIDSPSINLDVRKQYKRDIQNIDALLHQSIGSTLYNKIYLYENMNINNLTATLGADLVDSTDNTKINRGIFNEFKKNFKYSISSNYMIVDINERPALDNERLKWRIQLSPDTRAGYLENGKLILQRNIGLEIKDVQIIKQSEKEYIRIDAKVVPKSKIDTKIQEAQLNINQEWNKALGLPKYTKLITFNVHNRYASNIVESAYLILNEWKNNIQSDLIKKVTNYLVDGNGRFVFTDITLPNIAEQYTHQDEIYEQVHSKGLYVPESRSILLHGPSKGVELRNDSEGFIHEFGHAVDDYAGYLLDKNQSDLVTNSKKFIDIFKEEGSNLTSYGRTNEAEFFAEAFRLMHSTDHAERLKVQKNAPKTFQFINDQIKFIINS
# BoNT F protease – BoNT/F light chain protease inhibitors, primary screen, biochemical, flow cytometry, MLPCN library. Botulinum neurotoxin type F light chain protease (Clostridium botulinum). Multiplex microsphere protease cleavage assay. inhibition, % at 10 µM. actives 0.22% (n = 360,000). AID 588497, 2011; in the data active = inhibition above about 35%, passing the limit was not always enough; inconclusive = no clear call, values can overlap the other calls; note: plate controls were buffer without enzyme for full effect and enzyme alone for no effect
# CCHFV vOTU inh – CCHFV vOTU protease inhibitors, primary screen, biochemical, Pep-AMC substrate, fluorescence | Crimean-Congo hemorrhagic fever virus L polyprotein viral ovarian tumor (vOTU) protease … | inhibition, % at 11.5 µM | actives 0.55% (n = 370,000) | AID 651958, 2012; in the data active = inhibition above about 30%; note: 0% = vehicle wells with enzyme and 100% = no enzyme wells
# Numbers without * were called inactive; ? = inconclusive; nt = no result given; & = joins results of further samples. Cut-off read from the data, not from the text of the source, unless noted: active = inhibition above about 30%; inconclusive = no clear call, values can overlap the other calls; inactive = below that.
SMILES,BoNT A protease,PrPC surface inh,Y pestis TopoI,TcdB inh,PfHsp40 yeast,FadD28 binding,Anthrax LF inh2,BoNT F protease,CCHFV vOTU inh
O=C(CCNC(=O)c1ccc(Br)cc1)Nc1ccccc1N1CCOCC1,nt,4,-6,-1.9,1.9,0.8,nt,nt,-8
O=C(COC(=O)CCC(=O)c1cccs1)Nc1ccc(F)c(F)c1F,-0.2,-1,1,0.8,0.2,-2.7,-6,-3,-3
CCOC(=O)c1sc2nc(-c3ccco3)c3c(c2c1N)CC(C)(C)OC3,33*,0,7,nt,-0.8,-0.2,20,7,1
CCN(CC)S(=O)(=O)c1cccc(-c2nnc(SCCOc3ccccc3C)o2)c1,1.3,5,41,nt,-0.2,-0.2,-5,3,6
COc1cccc(NC(=O)CN(C)C(=O)c2cc(-c3ccc(C)o3)nc3ccccc23)c1,-0.4,-4,9,-0.1,0.4,-4.3,0,-7,-85
Cc1c(C(=O)O)sc(=S)n1-c1ccc(Cl)cc1,0.1,-4,-2,nt,-0.5,-3.1,0,-5,-4
Cn1ccnc1SCC(=O)NC1CCCC1,-6.0,8,-4,0.2,0.1,1.9,-2,-12,-1
CCOC(=O)c1sc2nc3c(cc2c1N)COC(C)(CC)C3 (stereo not given),-2.4,-6,5,nt,-0.3,-1.7,3,-12,2
C[C@H](CO)N1C[C@H](C)[C@H](CN(C)C(=O)Nc2ccc(N3CCN(C)CC3)cc2)OCc2cnnn2CCCC1=O,0.0,6,2,-0.2,nt,-0.9,1,-3,2
Cc1nnc(SCCn2c(Br)nc3c2c(=O)[nH]c(=O)n3C)s1,0.1,-3,4,nt,?,-3.0,-5,-4,3
Cc1cc(S(=O)(=O)N(Cc2ccc(C(C)C)cc2)CC2CCCO2)ccc1-n1cnnn1 (stereo not given),0.0,10,29,2.1,14,-3.5,-1,-8,-7
NC(=O)C(C1=CCCCC1)c1ccccc1 (stereo not given),0.3,1,6,0.2,0.2,-1.1,-7,-9,8
COc1cccc2c1Oc1cc([N+](=O)[O-])cc(N(C)C(C)=O)c1C=C2,-0.5,-21,11,-0.1,-0.3,0.4,-16,-2,-3
Cc1nc2ccc(S(=O)(=O)CCC(=O)NCc3ccc(Cl)cc3)cc2s1,-0.1,1,-2,5.9,nt,-5.2,-8,3,15
CCOc1ccc(NC(=O)CN(C)C(=O)c2cc3c(s2)CCCCC3)cc1OCC,1.0,2,17,-0.1,0.1,-2.3,-1,3,-2
CCOc1ccc(CNC(=O)C2Cc3cc(S(=O)(=O)N4CCCCC4)ccc3N2C(C)=O)cc1 (stereo not given),0.8,-1,3,0.6,2.2,-0.8,-1,-3,-1
O=C(CCCCCCN1C(=O)c2ccccc2C1=O)N1CCC(c2ccccc2)C1 (stereo not given),-0.7,-5,7,-0.4,3.4,-1.9,0,8,15
CC(=O)Nc1ccc(NS(=O)(=O)c2ccc(Cl)c(C(=O)O)c2)cc1,-0.6,nt,3,1.3,0.3,-0.2,-1,-4,nt
CCCn1c(CCc2ccccc2)nnc1SCC(=O)N1CCOCC1,0.6,-5,-3,nt,3.0,-3.8,5,?,6
CC12CC3(C)CC(C)(C1)CC(C(=O)NC(=S)N1CCOCC1)(C2)C3,2.0,-8,-5,1.0,1.7,-0.1,-1,-3,14
CCOc1ccccc1N1CCN(C/C=C/c2ccc(N(C)C)cc2)CC1,-0.1,8,11,nt,5.3,-2.0,-8,6,2
CC(OC(=O)c1nsc(Cl)c1Cl)C(=O)NCc1ccco1 (stereo not given),-0.7,1,5,nt,0.0,1.5,-1,-1,-19
CCNc1nc(-c2ccc(Cl)cc2)cs1,-0.9,7,-1,nt,0.9,-0.6,-6,4,15
Cc1ccc(N2C(=O)C3N=NN(CC(=O)N4N=C(c5ccccc5)CC4c4ccccc4)C3C2=O)cc1 (stereo not given),-0.2,4,29,1.2,0.7,-1.5,-5,3,17
CN1CCC(NC(=O)c2cccs2)CC1,-0.2,6,-2,1.7,0.8,-1.8,-6,-6,12
CC(NC(=O)COC(=O)Cc1ccsc1)C1CC2CCC1C2 (stereo not given),-2.7,-4,8,nt,-1.4,-2.3,-2,-4,-7
CCOC(=O)c1ccc(NC(=O)N2CC3CC(C2)c2cccc(=O)n2C3)cc1 (stereo not given),-0.4,7,2,0.7,-0.3,-4.7,-1,-11,-3
Cc1cccc(N=C2SC(C)CN2C(=O)CN2C(=O)NC3(CCCC3)C2=O)c1 (stereo not given),0.1,-1,37,0.1,0.9,-5.1,-2,-5,-3
CCCc1ccc(-c2cc(C(=O)Nc3ccc([N+](=O)[O-])cn3)c3ccccc3n2)cc1,3.3,3,-4,2.0,-0.4,0.6,1,2,-9
COc1ccc(C(=O)Nc2cc3c(cc2N2CCCCC2)n(C)c(=O)n3C)cc1OC,nt,12,25,0.3,-0.8,6.4,nt,nt,0
NS(=O)(=O)c1ccc(NC(=O)COC(=O)COc2cccc(C(F)(F)F)c2)cc1,-0.5,-1,-13,0.7,0.0,-3.4,1,-1,0
CC(=O)OC1CC(C)N(C(=O)c2ccccc2)c2ccc(C)cc21 (stereo not given),-5.0,2,18,2.5,-0.4,-0.3,-2,-8,-1
CSc1nc2c(c(=O)[nH]1)C(c1ccncc1)C(C(=O)OC(C)C)=C(C)N2 (stereo not given),0.6,-6,8,nt,0.1,-2.2,-1,-13,-1
O=C(C[N+]12CCN(CC1)CC2)NCCc1ccc(Cl)cc1Cl,-0.6,8,1,0.3,-2.0,-0.6,1,3,-9
O=C(CNS(=O)(=O)c1cccc(F)c1)OCC(=O)N1CCCC1=O,-0.6,0,-7,-0.6,-1.3,-4.1,1,-6,1
CC1CCCC(NC(=O)C2CCN(C(=O)Nc3ccccc3)CC2)C1C (stereo not given),1.6,-2,4,0.0,-1.8,0.2,2,2,1
CC(C)c1nc2ccc(Br)cn2c1NC1CCCC1,-0.7,3,0,7.9,-2.3,-1.8,-4,4,12
Nc1nonc1-n1nnc(C(=O)N/N=C/c2ccccc2F)c1CN1CCc2ccccc21,-0.4,-2,-7,0.8,1.1,-4.0,-2,-3,11
C/C(=N/NC(=O)CNC(=O)c1ccccn1)c1ccc([N+](=O)[O-])cc1,-0.5,-17,-4,1.7,-1.6,-2.2,0,-4,6
CCN(C(=O)CCc1ccccc1)C1CCCCC1,-2.0,-8,10,-1.2,-1.2,-4.0,-3,14,-10

# An excerpt from above in order of number of heavy atoms, highest first.
SMILES,BoNT A protease,PrPC surface inh,Y pestis TopoI,TcdB inh,PfHsp40 yeast,FadD28 binding,Anthrax LF inh2,BoNT F protease,CCHFV vOTU inh
Cc1ccc(N2C(=O)C3N=NN(CC(=O)N4N=C(c5ccccc5)CC4c4ccccc4)C3C2=O)cc1 (stereo not given),-0.2,4,29,1.2,0.7,-1.5,-5,3,17
Nc1nonc1-n1nnc(C(=O)N/N=C/c2ccccc2F)c1CN1CCc2ccccc21,-0.4,-2,-7,0.8,1.1,-4.0,-2,-3,11
O=C(CCNC(=O)c1ccc(Br)cc1)Nc1ccccc1N1CCOCC1,nt,4,-6,-1.9,1.9,0.8,nt,nt,-8
CC(C)c1nc2ccc(Br)cn2c1NC1CCCC1,-0.7,3,0,7.9,-2.3,-1.8,-4,4,12
Cn1ccnc1SCC(=O)NC1CCCC1,-6.0,8,-4,0.2,0.1,1.9,-2,-12,-1

# 2 of the compounds above, with tabs.
canonical_smiles	BoNT A protease	PrPC surface inh	Y pestis TopoI	TcdB inh	PfHsp40 yeast	FadD28 binding	Anthrax LF inh2	BoNT F protease	CCHFV vOTU inh
CCOC(=O)c1ccc(NC(=O)N2CC3CC(C2)c2cccc(=O)n2C3)cc1 (stereo not given)	-0.4	7	2	0.7	-0.3	-4.7	-1	-11	-3
Cc1cccc(N=C2SC(C)CN2C(=O)CN2C(=O)NC3(CCCC3)C2=O)c1 (stereo not given)	0.1	-1	37	0.1	0.9	-5.1	-2	-5	-3

# Continuation:
SMILES,BoNT A protease,PrPC surface inh,Y pestis TopoI,TcdB inh,PfHsp40 yeast,FadD28 binding,Anthrax LF inh2,BoNT F protease,CCHFV vOTU inh
O=C(Nc1cccnc1)c1cc(S(=O)(=O)N2CCOCC2)ccc1Br,nt,0,2,0.9,-1.0,0.0,nt,nt,-2
Cc1ccn2c(NC3CCCCC3)c(-c3cccc(SC4CCCCC4)c3)nc2c1,0.2&-0.8,7&1,13,6.1&0.1,1.5,-5.5,-5&3,-4&-3,-10&-1
O=C(Cn1cc2c(n1)CCCCC2)NCc1ccccc1,-1.1,0,10,0.7,-2.8,1.5,-4,-13,-3
CC(OC(=O)Cc1ccc(Br)cc1)C(=O)NC1CCCC1 (stereo not given),-0.9,4,14,0.9,-2.5,0.0,-7,1,-15
Cc1ccc(-c2noc(CSc3nnc(-c4cccs4)n3C)n2)cc1,-0.5,-3,32,0.7,-0.3,-1.1,-6,-4,7
O=c1[nH]nc(SCCS(=O)(=O)c2ccc(F)cc2)n1-c1ccccc1,nt,3,-3,1.4,nt,-2.7,nt,nt,-10
COc1ccc(S(=O)(=O)N(C)CC(=O)NCc2ccc3c(c2)OCO3)cc1,-1.3,0,1,1.3,-0.4,-0.6,-3,-3,1
CCN(CC)c1ccc(S(=O)(=O)N2CCOCC2)cc1NC(=O)CNCc1ccccc1,-1.1,4,34,-0.6,0.4,-2.5,-2,5,-9
CCCCNC(=O)C1CCCN(S(=O)(=O)CC)C1 (stereo not given),-0.8,-6,3,1.0,-0.7,-1.7,-8,0,-9
C[C@H](NC(=O)C1CC(=O)N(c2ccc3c(c2)OCCO3)C1)C(=O)NCc1ccco1 (stereo not given in full),0.3,3,-2,-3.3,-0.2,-2.4,-1,6,24
CC(C)CN(C(=O)CCC(=O)OCC(=O)NCCc1ccccc1)c1c(N)n(CC(C)C)c(=O)[nH]c1=O,-1.4,1,4,1.1,-0.5,0.9,-4,0,-4
CCCC(C)C(=O)OCC(=O)NCc1ccc(OC)c(OC)c1 (stereo not given),-0.3,-1,-5,-0.1,-2.0,-1.1,5,-2,-17
COCc1cc(=O)[nH]c2cc(NC(=O)c3cccc(OC)c3)c(C)cc12,-1.6,0,6,-0.1,-1.9,nt,-15,8,-18
Cc1ccc(OC(=O)c2cccc([N+](=O)[O-])c2)c(-n2nc3ccccc3n2)c1,-0.4,6,4,nt,-0.1,-0.6,1,-5,4
Cc1ccc2nc(-c3cc(-c4ccccc4)no3)cn2c1,-0.3,-2,-6,0.3,3.5,-3.8,16,?,-1
Brc1ccc(-[n+]2c(-c3ccccc3)cc(-c3ccccc3)cc2-c2ccccc2)cc1,0.4,8,14,-0.9,-0.3,-3.0,-5,-7,-6
Cc1ccc(NC(=O)CSCC(=O)NNC(=O)c2nn(C)c(=O)c3ccccc23)cc1,0.4,-3,3,0.9,0.0,-4.2,-7,-2,1
Cc1ccccc1C(=O)NC1CCN(CC(=O)Nc2ccccc2)CC1,nt,-2,14,-0.6,1.6,-1.7,nt,nt,3
COc1ccc2nc(SCC(=O)c3c(N)n(C4CC4)c(=O)[nH]c3=O)[nH]c2c1,-0.2,1,-2,1.5,-0.1,-1.0,-3,3,2

# From PubChem BioAssay
